PPARg SRC3 recr = PPARgamma agonists recruiting SRC-3 coactivator, primary screen, biochemical; Peroxisome proliferator-activated receptor gamma (Homo sapiens), P37231; biochemical PPARgamma/SRC-3 coactivator recruitment assay; activation, % at 8 µM; actives 0.26% (n = 200,000); AID 731, 2007; in the data active means activation above about 23%;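 further: 0% = DMSO and 100% = reference agonist; some compounds past the cut are filed as inactive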
Target sequence (P37231 whole entry, looked up): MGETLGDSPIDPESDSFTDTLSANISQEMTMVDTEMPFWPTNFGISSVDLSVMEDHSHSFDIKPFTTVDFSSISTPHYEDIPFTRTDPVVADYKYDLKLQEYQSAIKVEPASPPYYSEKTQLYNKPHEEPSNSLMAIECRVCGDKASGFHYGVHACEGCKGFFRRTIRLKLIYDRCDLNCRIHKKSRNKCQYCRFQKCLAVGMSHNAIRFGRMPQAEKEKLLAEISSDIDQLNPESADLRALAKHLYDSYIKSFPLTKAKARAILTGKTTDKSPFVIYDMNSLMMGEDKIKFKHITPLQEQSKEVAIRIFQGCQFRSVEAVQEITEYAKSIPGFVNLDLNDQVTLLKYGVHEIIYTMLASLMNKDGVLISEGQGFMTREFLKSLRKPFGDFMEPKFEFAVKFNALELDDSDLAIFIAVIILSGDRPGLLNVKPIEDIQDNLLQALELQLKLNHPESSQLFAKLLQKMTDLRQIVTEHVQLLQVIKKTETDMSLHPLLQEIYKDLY
Redox H2O2 prof = compounds producing H2O2 with reducing agent – biochemical, NIH compound library profiling, artefact control for MLSCN library redox annotation, primary screen. DTT-dependent redox cycling H2O2, phenol red/HRP absorbance; 100% = 100 µM peroxide control, 0% = buffer. activation, % at 10 µM. actives 0.03% (n = 200,000);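 active means activation of at least 50% relative to the plate's high and low controls in the primary single-dose screen; inactive means activation below 50%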;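 further: compound incubated with DTT at 0.8 mM final as the reducing agent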
TLR4 MyD88 comp = inhibitors of TLR4-MyD88 association in cells, primary screen, cell-based, HeLa CL3-4, BLA complementation, FRET ratio | Toll-like receptor 4 (Homo sapiens) + Myeloid differentiation primary response protein … | HeLa CL3-4 TLR4/MyD88 BLA complementation | inhibition, % at 8.4 µM | actives 0.18% (n = 200,000) | AID 861, 2007; in the data active means inhibition above about 25%;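 further: 0% = vehicle and 100% = reference inhibitor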
ROMK mod = ROMK potassium channel modulators, primary screen, cell-based, thallium flux, MLSMR library; ATP-sensitive inward rectifier potassium channel 1 (Homo sapiens), P48048; actives 2% (n = 130,000); Tet-inducible ROMK, thallium flux fluorescence; actives lie on both sides; B-score at 10 µM;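 active means signal ratio slope over the read window, or its plate-corrected B-score, at least 3 SD from the plate mean, either direction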;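 further: B-score of the F/F0 ratio slope over 7 to 12 s after thallium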
Target sequence (P48048 whole entry, looked up): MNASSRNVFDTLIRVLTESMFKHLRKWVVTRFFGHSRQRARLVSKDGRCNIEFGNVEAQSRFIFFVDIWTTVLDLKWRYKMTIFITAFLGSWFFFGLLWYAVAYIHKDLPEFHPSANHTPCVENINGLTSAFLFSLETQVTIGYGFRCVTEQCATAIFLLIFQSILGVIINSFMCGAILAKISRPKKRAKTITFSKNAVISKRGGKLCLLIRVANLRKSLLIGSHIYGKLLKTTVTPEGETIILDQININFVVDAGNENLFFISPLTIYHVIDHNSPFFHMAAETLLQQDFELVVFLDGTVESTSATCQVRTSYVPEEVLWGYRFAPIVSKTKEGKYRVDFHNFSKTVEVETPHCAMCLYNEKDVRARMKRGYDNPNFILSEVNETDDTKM
Lmaj promast = Leishmania major promastigote growth inhibition, primary screen; Leishmania major promastigotes, resazurin fluorescence viability; actives 9% (n = 200,000); AID 1063, 2008; inhibition, % at 10 µM; in the data active means inhibition above about 50%;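 further: promastigotes grown with compound for 44 hours at 28 °C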
PPARg SRC2 recr = agonists of PPARg-SRC-2 recruitment, primary screen, biochemical, HTS; actives 0.34% (n = 200,000); Peroxisome proliferator-activated receptor gamma (Homo sapiens), P37231; PPARgamma LBD-SRC-2 recruitment; activation, % at 8 µM; in the data active means activation above about 22%;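 further: 0% = vehicle and 100% = reference agonist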
bIAP inhibitor = bovine intestinal alkaline phosphatase inhibitors, primary screen, selectivity assay for TNAP inhibitor project, biochemical, bovine IAP, CDP-star luminescence. alkaline phosphatase, intestinal [Bos taurus]. purified bovine IAP, 30 min. inhibition, % at 20 µM. 190,000 tested, under 10 active. AID 1019, 2008;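 active means over 50% inhibition of intestinal alkaline phosphatase at 20 µM in the single-dose screen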
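System: Purified bovine intestinal alkaline phosphatase (IAP) enzyme | Input: IAP diluted 1/65,000,000 in the well | Also added: CDP-star chemiluminescent phosphatase substrate, 30 µM final | Dosing: 20 µM single dose | Times: Enzyme reaction for 30 min at room temperature | Detection: Luminescence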
S1P3 antag = S1P3 receptor antagonists, primary screen, cell-based. CHO S1P3 NFAT-BLA reporter, FRET fluorescence, antagonist mode. inhibition, % at 4.98 µM. actives 0.27% (n = 170,000). AID 485, 2006;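 active means inhibition above the plate cutoff, the mean inhibition of test wells on that plate plus 3 SD, cut at about 28% in these data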;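 further: cells challenged with S1P at its EC80 of 0.8 µM; blue over green emission ratio from cleaved BLA substrate after 4 h stimulation; 0% = S1P-stimulated wells and 100% = unstimulated DMSO-only wells; some compounds past the cut are filed as inactive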
bIAP activator = bovine intestinal alkaline phosphatase activators, primary screen, biochemical, bovine IAP, CDP-star luminescence. alkaline phosphatase, intestinal [Bos taurus]. purified bovine IAP, 30 min; stronger effect = higher value; fold of DMSO-control signal, blank-subtracted. activation factor at 20 µM. actives 0.17% (n = 200,000);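 active means activation factor of 2 or more at 20 µM, a signal rise over negative controls twice the positive control's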
PPARg SRC1 recr = PPARgamma agonists recruiting SRC-1 coactivator, primary screen, biochemical; PPARgamma-SRC-1 coactivator recruitment biochemical assay; activation, % at 8 µM; actives 0.41% (n = 200,000); Peroxisome proliferator-activated receptor gamma (Homo sapiens), P37231; in the data active means activation above about 19%;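 further: 0% = DMSO and 100% = reference agonist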
TR-FRET SRC-2 ct = TR-FRET signal artefacts, primary screen, artefact control for PPARgamma SRC-2 agonist project, biochemical; TR-FRET artefact counter-screen; stronger effect = higher value; TR-FRET ratio at 8 µM; actives 0.4% (n = 200,000); AID 1049, 2008; in the data active means TR-FRET ratio above about 2000; further: inactives centre near 1500
* = called active by the depositor; / = no result given. Rows were taken by chance; about 11% have a hit in one of these screens.

molecule	TR-FRET SRC-2 ct	ROMK mod	PPARg SRC1 recr	Lmaj promast	PPARg SRC3 recr	bIAP inhibitor	S1P3 antag	Redox H2O2 prof	PPARg SRC2 recr	TLR4 MyD88 comp	bIAP activator
CCC(=O)Nc1ccc(C(=O)Nc2cccnc2)cc1	1492	/	1.1	-6.1	1.6	5.1	-4.5	-3.8	1.8	1.4	0.9
COc1ccc(S(=O)(=O)Nc2ccc(S(=O)(=O)N3CCCC3)cc2)cc1	1496	0.811	-3.5	-3.6	0.1	3.3	/	0.0	2.3	2.5	1
O=[N+]([O-])c1ccc(NCCNS(=O)(=O)c2ccccc2)cc1	1436	-1.65	-2.9	-0.7	-0.4	23.1	-3.0	-0.1	0.6	7.5	0.8
CC(c1ccccc1)C1OCC(C[N+]2(C)CCCCC2)O1 (stereo not drawn)	1560	0.237	0.5	1.4	0.5	5.8	-18.7	-0.3	5.7	5.3	0.9
C/C(Cn1nnc2ccccc21)=N/OC(=O)c1c(F)cccc1F	1485	-0.258	-3.2	-6.5	3.7	12.2	-16.9	-0.3	0.5	14.2	0.9
Cc1cccc(CC2CC(=O)N(C3CCCCC3)C2=O)c1 (stereo not drawn)	1403	/	0.6	1.9	-3.1	4.9	-1.8	-3.2	-7.8	-1.4	1
C/C(CC1CC(COCCC(C)C)OC1=O)=N\NC(N)=S (stereo not drawn)	1429	/	-0.9	-4.0	0.6	-7.8	/	2.2	-2.6	-0.1	1.1
O=C(Nc1nc(-c2ccc(-c3ccccc3)cc2)cs1)c1cnccn1	1421	/	0.8	47.8	0.7	9.2	-3.9	0.6	-4.3	7.5	0.9
O=C(NCc1ccccc1)c1n[nH]nc1-c1ccccc1O	1539	1.6	7.1	-11.9	-0.9	-20.3	9.8	0.2	1.1	-3.6	1.2
COC1=C(Nc2ccccc2)C(=O)c2ccccc2C1=O	1363	-1.2	-2.4	20.4	-0.2	-3.1	-34.5	0.2	6.3	-4.7	1

Single entries from above:
Cc1cccc(CC2CC(=O)N(C3CCCCC3)C2=O)c1 (stereo not drawn) in Redox H2O2 prof: -3.2
O=C(NCc1ccccc1)c1n[nH]nc1-c1ccccc1O in PPARg SRC3 recr: -0.9
O=[N+]([O-])c1ccc(NCCNS(=O)(=O)c2ccccc2)cc1 in PPARg SRC2 recr: 0.6

Continued.
molecule	TR-FRET SRC-2 ct	ROMK mod	PPARg SRC1 recr	Lmaj promast	PPARg SRC3 recr	bIAP inhibitor	S1P3 antag	Redox H2O2 prof	PPARg SRC2 recr	TLR4 MyD88 comp	bIAP activator
CCCC12CN3CC(C)(CN(C1)C3c1ccc3c(c1)OCO3)C2=O (stereo not drawn)	1685	-0.0258	-1.2	-0.1	-11.1	9.1	-1.5	0.7	6.7	1.0	0.9
COC(=O)C1=C(C)NC(C)=C(C(=O)OC)C1C(=O)OC1CCCCC1=O (stereo not drawn)	1722	0.0469	3.6	-0.7	11.4	3.4	8.7	-4.2	4.4	-0.6	1
O=[N+]([O-])c1ccccc1-c1cc(-c2ccccc2O)n[nH]1	1503	-0.242	2.2	58.4*	-0.7	4.3	5.7	0.3	-11.0	7.4	1
O=c1cc(-c2ccccc2)nc2nc(COc3ccccc3)[nH]n12	1374	/	7.7	-8.8	5.5	4.8	-21.9	-3.4	6.7	0.3	1
COc1cccc(CN2CCCN(S(=O)(=O)c3ccc(Br)cc3)CC2)c1	1592	/	1.5	92.6*	5.9	-6.0	3.9	1.0	1.8	-8.2	1.1
O=C(Nc1ccc2nc(-c3ccc(Br)o3)[nH]c2c1)c1cccs1	1630	/	-3.5	18.9	-4.3	15.3	-23.5	4.4	-1.0	-21.2	0.8
Cn1nnnc1SCC(=O)Nc1nn(-c2ccccc2)nc1C(N)=O	1664	0.446	12.3	-6.3	-0.1	5.1	-3.3	-0.8	-2.2	-3.4	0.9
CCOC(=O)CC(=O)CSc1nc(C)cc(C)c1C#N	1645	/	4.3	-0.4	2.7	3.9	/	0.4	0.8	-9.4	1
CCCCOCCCNC(=O)N[C@@H](CC(C)C)C(=O)O	1757	/	0.4	-4.2	1.7	7.9	-27.2	-3.2	8.4	-4.7	0.9
CCn1c(CSc2nc3ccccc3s2)nnc1SCC(=O)NCC(=O)OC	1416	/	-2.6	-4.1	6.4	2.6	/	-13.0	-2.9	6.8	1
COc1ccc(/C=C/C(=O)OCC(=O)Nc2cccc(C(C)=O)c2)cc1	1533	0.291	2.2	-4.4	1.2	7.1	3.7	-0.3	4.4	-18.4	0.9
Cc1c(-n2c(SC(C)C(=O)NC(N)=O)nc3ccccc3c2=O)c(=O)n(-c2ccccc2)n1C (stereo not drawn)	1570	0.17	-8.9	-1.2	-4.8	-3.3	-7.0	0.4	5.1	-5.4	1
CCNc1nc2nc3ccc(C)cn3c(=O)c2cc1C(=O)NCC1CCCO1 (stereo not drawn)	1666	0.0889	10.8	1.4	6.1	0.3	-29.0	-0.2	7.0	-14.4	1
Cc1ccc(-n2c(N)c(C(N)=O)sc2=S)cc1	1371	-0.0117	-9.4	-6.8	-8.7	-7.4	/	0.1	6.5	2.4	1.1
Cc1ccc(S(=O)(=O)Nc2cc(C(F)(F)F)ccc2N2CCOCC2)cc1	1490	0.188	-1.9	11.2	-2.6	2.2	-9.6	0.0	-12.2	-8.2	1
COc1ccc(CNCCC(c2ccccc2)c2ccc3c(c2)OCO3)cc1 (stereo not drawn)	1453	/	-10.1	100.5*	-0.1	13.4	/	-2.9	-2.8	2.8	0.9
Cc1ccc(-n2ncc3c(=O)n(CC(=O)NCC4CCCO4)cnc32)cc1 (stereo not drawn)	1689	0.00351	3.0	-6.4	0.3	5.5	-29.6	1.3	-2.9	-0.5	0.9
CCN(CC)C(=O)Oc1ccc(OC(=O)N(CC)CC)cc1	1647	0.74	7.8	-5.8	-0.9	-10.3	1.0	0.3	3.3	3.4	1.1
CCN(CC)S(=O)(=O)c1ccc(NN)nc1	1680	-0.745	-3.3	-4.9	-0.6	18.0	-14.8	0.2	14.3	3.3	0.8
CN(Cc1nc(-c2ccncc2)no1)S(=O)(=O)c1ccc(Br)cc1	1514	/	0.4	5.4	3.0	1.9	0.2	2.6	1.7	-7.6	1

Next section, overlapping the part above by 2 compounds.
molecule	TR-FRET SRC-2 ct	ROMK mod	PPARg SRC1 recr	Lmaj promast	PPARg SRC3 recr	bIAP inhibitor	S1P3 antag	Redox H2O2 prof	PPARg SRC2 recr	TLR4 MyD88 comp	bIAP activator
CCN(CC)S(=O)(=O)c1ccc(NN)nc1	1680	-0.745	-3.3	-4.9	-0.6	18.0	-14.8	0.2	14.3	3.3	0.8
CN(Cc1nc(-c2ccncc2)no1)S(=O)(=O)c1ccc(Br)cc1	1514	/	0.4	5.4	3.0	1.9	0.2	2.6	1.7	-7.6	1
CCOC(=O)N1CCC(N2C(=O)c3cc(C(=O)NC4CCCCC4)ccc3C2O)CC1 (stereo not drawn)	1450	/	-0.8	-3.0	1.4	-7.4	-28.9	-0.9	11.7	-2.6	1.1
CNCc1ccccc1OCc1ccccc1F	1620	-0.834	0.5	8.4	-5.5	5.5	-16.8	0.2	3.2	0.4	0.9
Cc1cc(C)c(S(=O)(=O)c2ccccc2)c(OC(=O)c2c(Cl)cc(Cl)cc2Cl)n1	1677	/	7.3	-8.1	0.6	13.0	/	-3.9	11.3	-8.6	0.9
CCN(CC)C(=O)C1CCCN(Cc2ccc(OC)c(C)c2C)C1 (stereo not drawn)	1563	0.306	-5.4	-2.1	-1.7	8.2	/	0.3	1.1	5.7	0.9
CCOc1ccc(/C=C/C(=O)Nc2cccc(C(C)=O)c2)cc1	1501	0.91	-10.8	-4.4	-2.5	5.4	-24.2	-0.2	-6.4	-13.9	0.9
CCC(=O)OCC(=O)Nc1ccc(OC)cc1[N+](=O)[O-]	1573	/	-1.4	0.8	-2.0	2.5	-0.1	-0.5	-4.6	4.9	1
Cc1cc(O)c(C(=O)c2ccccc2C(=O)O)cc1C	1482	/	10.4	3.4	22.7	5.7	-58.5	0.9	5.6	0.8	0.9
COc1cc(OC)c(C2=NOC(C(=O)Nc3c(C)nn(CC(=O)N4CCCC4)c3C)C2)cc1Cl (stereo not drawn)	1470	0.0654	-4.9	-4.9	3.4	-20.0	-17.8	0.6	-6.1	-1.8	1.2
Cc1ccc(O)c(-c2cc(-c3ccccc3[N+](=O)[O-])[nH]n2)c1	1530	/	2.8	56.6*	-2.7	4.7	4.8	-0.2	-5.0	16.2	1
CCSc1nnc2nc(C)cc(C)n12	1401	1.91*	-3.2	-3.2	-11.6	11.2	/	0.1	-4.6	14.1	0.9
CC(C)(C)c1csc(N/N=C/c2cccnc2)n1	1388	/	0.0	12.8	1.7	-10.0	-3.1	0.2	2.6	-3.5	1.1
O=c1[nH]nc(CNc2ccc(Cl)cc2Cl)c2ccccc12	1721	-0.818	-1.2	-6.1	0.3	-3.5	13.3	-2.2	-1.2	-10.0	1
COc1ccc(-n2c(CNc3ccc(C)cc3)nnc2SCc2ccccc2)cc1	1562	-1.19	-3.3	22.0	-1.4	-2.1	-7.0	-0.4	-6.1	1.6	1
C1CCN(c2nc(N3CCCC3)nc(N3CCNCC3)n2)C1	1574	/	5.3	100.3*	4.7	-0.6	-9.0	-3.1	3.1	-0.4	1
CC(=O)c1cc(CN2C(=O)c3ccccc3C2=O)cs1	1310	0.969	-3.5	-6.5	-7.6	-6.5	-8.8	0.0	-5.2	-2.5	1.1
O=C(NNC(=O)c1ccccc1Br)c1ccc(SCC2CCCO2)c([N+](=O)[O-])c1 (stereo not drawn)	1446	/	8.0	-9.5	10.7	-1.4	/	-3.4	-2.0	12.9	1
c1ccc(-c2ccccc2OCCOCCN2CCc3ccccc3C2)cc1	1478	-1.61	0.7	76.8*	-1.1	7.0	-15.1	-0.6	0.9	-6.5	0.9
O=C(Cc1c2ccccc2nc2ccccc12)c1ccccc1	1594	0.0719	3.7	-1.7	3.7	13.2	-10.5	-0.1	12.6	2.9	0.9
COc1cccc(S(=O)(=O)NCc2ccc(C(=O)Nc3ccc(Cl)c(Cl)c3)cc2)c1	1588	0.047	2.5	20.4	1.6	15.0	/	0.1	1.0	6.0	0.8
CN(C)/C=C/C(=O)/C=C/c1cn(-c2ncc(C(F)(F)F)cc2Cl)c2ccccc12	1704	/	6.5	-2.0	12.7	4.5	/	1.3	15.7	-5.6	1

High-throughput results from PubChem.
